# aSyn tox rescue = alpha-synuclein toxicity suppression in yeast; S. cerevisiae alpha-synuclein toxicity rescue, BacTiter-Glo growth, 24 h; Potency, µM (highest dose often 46.1 µM), without a hit: at the highest dose growth rescue (activation), hits mostly activators; 94,000 tested, 0.02% active; active means well fitted activation curve with a large enough effect; inconclusive means small, poorly fitted or top-dose-only effect; further: 0% is about no effect
#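 Growth restoration measured by BacTiter-Glo luminescence after 24 hr at 30 deg C; alpha-synuclein yeast, raffinose-pregrown to mid-log, were added at OD600=0.02 in galactose medium onto pinned compounds.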
# An asterisk follows results filed as active; ? = inconclusive; & = joins results of further samples; [ ] = another dose, or the depositor's remark. Potency means the concentration at half of the fitted maximal effect. The list is partial; the hit share may differ from the screen's.
SMILES | aSyn tox rescue
COc1ccc(-c2c3c(=O)n(C)c(=O)n(C)c3c3c(-c4ccccc4)nc4ccccc4n23)cc1 | -11%
Cc1ccc(N2CCN(S(=O)(=O)c3ccc4[nH]c5c(c4c3)CCCCC5)CC2)c(C)c1 | -10%
CCOC(=O)c1[nH]c(C)c(CCC(=O)Nc2cccc(SC)c2)c1C | -1%
O=C(CSCc1ccc(F)cc1)N1CCc2c([nH]c3ccccc23)C1c1ccc(F)cc1 (stereo unspecified) | ?
C=CCc1cccc2cc(C(=O)Nc3cccc(C(=O)O)c3)c(=O)oc12 | -3%
O=C(Cn1nnc2ccccc21)c1ccc([N+](=O)[O-])cc1 | 8%
CCS(=O)(=O)N1CCC2(CC1)OC(=O)C(C)=C2C(=O)NCc1ccc(OC)c(OC)c1 | 8%
Cc1ccc(NC(=O)C(CC(C)C)N2Cc3ccccc3C2=O)cc1F (stereo unspecified) | -5%
COc1ccc(CCNC(=O)c2ccc3c(c2)nc2n3CCC(C)C2)cc1OC (stereo unspecified) | -1%
OCc1cnc(SCc2cccc(F)c2)n1Cc1ccc(F)cc1 | -5%
CC1CCCCN1C(=O)CSc1nnc(-c2ccco2)n1C (stereo unspecified) | 5%
CC(C(=O)NCc1cccc(Cl)c1)N1C(=O)c2ccccc2C1=O (stereo unspecified) | 1%
CCOC(=O)c1c(SCC(=O)Nc2nc3ccccc3s2)nc(=O)[nH]c1C | 3%
O=C(O)c1cccc2c1C(=O)N(C1CCCCC1)C2 | 5%
COc1ccc(NC(=O)CCNS(=O)(=O)c2cccc3nonc23)c(OC)c1 | 0%&6%
Cc1cccc(NC(=O)CN(C2=NC3CS(=O)(=O)CC3S2)c2ccccc2F)c1 (stereo unspecified) | 13%
Cc1cccc(C)c1-n1ncc(C(=O)NC2CCCC2)c1C1CCN(C(=O)OC(C)(C)C)CC1 | 10%
CCn1c(C(=O)Nc2c(C)cccc2C)cc2sc(Cl)cc21 | -13%
CC(=O)Nc1cc(C(=O)NCc2ccc(F)cc2)ccc1Sc1ccc(C)cc1 | -2%
c1ccc(-c2cn(-c3ccccc3)c3ncnc(N4CCN(c5ccccc5)CC4)c23)cc1 | 8%
COc1ccc(N2CCC(CNC(=S)Nc3cc(C)ccc3C)C2)cc1 (stereo unspecified) | -4%
Cc1ccccc1NC(=O)C(=O)Nc1ccccc1C | -4%
Cc1cc(C)c(OCC(=O)OCC(=O)N2CCCc3ccccc32)c(C)c1 | -25%
CCc1nnc(NC(=O)c2cc(-c3ccco3)nc3ccccc23)s1 | 4%
Cc1ccc(NC(=O)c2cc3ccccn3n2)cc1F | -12%
Cc1ccsc1CN(C(=O)c1ccc(OCC(C)C)cc1)C1CCS(=O)(=O)C1 (stereo unspecified) | 25%
O=C(NC(=S)N1CCN(C/C=C/c2ccccc2)CC1)c1ccc(Cl)nc1 | 13%
COc1ccc(-n2ccnc(NCc3cccs3)c2=O)cc1OC | 6%
CC(OC(=O)CSc1ccc([N+](=O)[O-])cc1)C(=O)NCc1ccco1 (stereo unspecified) | -1%
N#Cc1ccccc1NC(=O)CSc1nnc(N)s1 | -18%
Cc1ccc(NC(=O)C(Cc2ccccc2)NS(=O)(=O)c2ccc3c(c2)c(=O)n(C)c(=O)n3C)cc1 (stereo unspecified) | -3%
Cc1ccc(CNC(=O)c2ccc3c(c2)NC(=O)C(CS(=O)(=O)Cc2cccc(F)c2)N3)cc1 (stereo unspecified) | 1%
O=C(O)CSc1nccc2ccccc12 | -5%
CC(C)Cc1nn2c(=O)cc(COC(=O)c3ccccc3NC(=O)c3ccccc3)nc2s1 | -14%
CN(C1CCCCC1)S(=O)(=O)c1ccc(SCC(N)=O)nc1 | 1%
COc1ccc(CCNC(=O)CN2C(=O)COc3ccc(C)cc32)cc1OC | 7%
CC1(C)CC2(CCO1)OC(=O)CC2C(=O)Nc1ccc(Br)cc1 (stereo unspecified) | 11%
CC(C)(C)C(=O)CSc1nc2ccsc2c(=O)n1Cc1ccccc1Cl | -15%
Cc1ccccc1OCc1cc(=O)n2c(-c3ccccc3)csc2n1 | 6%
COc1cccc(/C=N/NC(=O)c2c(C)nc3ccc(Cl)cn23)c1O | -7%
CN(C)c1cccc(C(=O)OCC(=O)N2CCc3ccccc3C2)c1 | 3%
O=C(COc1ccc([N+](=O)[O-])cc1)Nc1nc(-c2ccccn2)cs1 | ?
CS(=O)(=O)c1ccc(C(=O)NC(Cc2ccccc2)c2ccccc2)cc1 (stereo unspecified) | -6%
O=C(/C=C/c1ccc(Br)cc1)NC(=O)c1ccccc1O | 2%
Cc1nc2ccn(Cc3cccnc3)c(=O)c2cc1C(=O)NCc1ccccc1 | -8%
O=C(Nc1ccc(NC(=O)c2ccccc2Cl)nc1)c1ccco1 | -16%
COc1ccc(N(C(=O)c2ccc(Cl)cc2)S(=O)(=O)c2ccc(C)cc2)cc1 | -39%[inhibitor]
CC(=O)c1c(C)oc2ccc(N(C(C)=O)S(=O)(=O)c3cccc4cccnc34)cc12 | 4%
NC(=O)c1c(NC(=O)c2ccccc2)sc2c1CCN(Cc1ccccc1)C2 | -3%
Cc1ccc(S(=O)(=O)c2cn(CC(=O)Nc3ccccc3)c3ccc(F)cc3c2=O)cc1 | -9%
CCc1nn2c(-c3ccco3)ccnc2c1-c1ccc(F)cc1 | 4%
COc1ccccc1CNc1nc2ccc(Cl)cc2n2cnnc12 | -6%
Cc1cccc(NC(=O)COc2ccc3oc4c(c3c2)CCCC4)c1 | -7%
Cc1nn2c(N3CCCC3)c3c(nc2c1-c1ccccc1)CCC3 | 3%
O=C(CSc1c2c(nc3ccc(Cl)cc13)CCCC2)N1CCCCC1 | 27%
COc1ccc(NC(=O)c2cc3cc(C)ccc3n2C)cc1 | 3%

# Some of these compounds in order of length of the SMILES, descending:
SMILES | aSyn tox rescue
CC(OC(=O)CSc1ccc([N+](=O)[O-])cc1)C(=O)NCc1ccco1 (stereo unspecified) | -1%
O=C(NC(=S)N1CCN(C/C=C/c2ccccc2)CC1)c1ccc(Cl)nc1 | 13%
CN(C)c1cccc(C(=O)OCC(=O)N2CCc3ccccc3C2)c1 | 3%

# (cont.)
SMILES | aSyn tox rescue
Cc1ccc(CNC(=O)c2ccc3c(c2)NC(=O)C(CS(=O)(=O)Cc2cccc(C)c2)N3)cc1 (stereo unspecified) | -3%
O=C(CCc1nnc(CCCCc2ccccc2)o1)NCCc1cccnc1 | -4%
CCOC(=O)c1ccc(-n2c(CN3CCN(CCO)CC3)nc3ccc([N+](=O)[O-])cc3c2=O)cc1 | 3%
Cc1cc(C=O)c(C)n1-c1cccc(C(=O)O)c1 | -9%
Cc1cc(C)c(Cn2c(=O)n(CCC(=O)NCc3ccc4c(c3)OCO4)c(=O)c3ccccc32)c(C)c1 | 0%
O=C(COC(=O)c1ccc(Br)cc1)NC1CCCC1 | 4%
Cc1ccc2[nH]c(=O)c(CN(CCCO)C(C)c3nnnn3Cc3ccco3)cc2c1 (stereo unspecified) | 3%
COCCn1ccc2c(OCC(=O)NCc3ccc(F)cc3)cccc2c1=O | 4%
Cc1ccc(OCc2nnc(SCC(=O)Nc3ccccc3C(C)C)o2)cc1 | 25%
CC(C)c1ccc(Nc2nc(N3CCOCC3)nc(N3CCOCC3)n2)cc1 | 15%
O=C(c1cc(Br)c[nH]1)N1CCSCC1 | 12%
Cc1ccc(C)c(NC(=O)c2ccc3c(c2)CCN3S(=O)(=O)c2ccccc2)c1 | 1%
COc1cccc(C2C(C(N)=O)=C(C)Nc3nc(-c4ccccc4Cl)nn32)c1 (stereo unspecified) | 9%
Cc1ccc(-n2c(-c3ccc(Br)cc3)n[nH]c2=S)c(C)c1 | 1%
CCOC(=O)CCCCCC(=O)Nc1ccc2c(c1)C(=O)N([C@@H](C)CO)C[C@H](C)[C@H](CN(C)C(=O)c1ccccc1)OCCCC[C@H](C)O2 | 2%
O=C(CN(C(=O)CNS(=O)(=O)c1ccc(F)cc1)C1CCCC1)NCc1ccco1 | -9%
Cc1ccc(CNC(=O)CN2N=C(c3ccccc3)CCC2=O)cc1 | -9%
CCCC(=O)NCC(c1ccc2c(c1)OCO2)N1CCN(c2ccc(F)cc2)CC1 (stereo unspecified) | -6%
O=C(CNc1cccc2ccccc12)N/N=C/c1ccc[nH]1 | 1%
Nc1nnn(CC(=O)N/N=C/c2ccc(O)cc2)n1 | 0%
CCC(=O)OC1c2ccccc2C(=O)N1Cc1ccccc1 (stereo unspecified) | 3%
C[C@@H]1CN([C@@H](C)CO)C(=O)CCCn2nncc2CO[C@H]1CN(C)C(=O)Cc1ccccc1 | -1%
O=C(COn1nnc2ccc(S(=O)(=O)N3CCOCC3)cc21)NCc1cccc(Cl)c1 | 1%
CC(=O)Nc1cccc(/C(C)=N/NC(=O)c2cc(-c3ccncc3)nc3ccccc23)c1 | -11%

# Reprinted at random: 6 compounds from above, in no set order.
SMILES | aSyn tox rescue
CCC(=O)OC1c2ccccc2C(=O)N1Cc1ccccc1 (stereo unspecified) | 3%
Cc1ccc(CNC(=O)CN2N=C(c3ccccc3)CCC2=O)cc1 | -9%
CCCC(=O)NCC(c1ccc2c(c1)OCO2)N1CCN(c2ccc(F)cc2)CC1 (stereo unspecified) | -6%
CC(=O)Nc1cccc(/C(C)=N/NC(=O)c2cc(-c3ccncc3)nc3ccccc23)c1 | -11%
Nc1nnn(CC(=O)N/N=C/c2ccc(O)cc2)n1 | 0%
O=C(COn1nnc2ccc(S(=O)(=O)N3CCOCC3)cc21)NCc1cccc(Cl)c1 | 1%

# Next section
SMILES | aSyn tox rescue
Cc1cc(C)c(NC(=O)C(=O)NCCc2csc(-c3ccc(F)cc3)n2)c(C)c1 | -8%
CN(C)CCNC(=O)CN1C(=O)COc2ccc(S(=O)(=O)N3CCCC3)cc21 | 6%
NC(=O)c1cc(S(=O)(=O)N2CCOCC2)ccc1Sc1ccccc1N | -1%
CCN(CC)c1ccc(NC(=O)CN2C(=O)c3cccnc3Oc3ccc(Cl)cc32)c(C)c1 | 21%
Clc1cccc(CNc2cc(-c3ccccc3)nc3nncn23)c1 | -17%
COc1ccc(OC)c(CNC(=O)C2CCN(S(=O)(=O)c3ccc4[nH]c(=O)oc4c3)CC2)c1 | -2%
COc1ccc(OCC(=O)NC2CCCc3ccccc32)cc1 (stereo unspecified) | -5%
COc1ccc(-n2nc(C(=O)Nc3cccc(C)n3)c3c4ccccc4n(C)c3c2=O)cc1 | -2%
Cn1c(=O)c2c(ncn2CC(=O)OCC(=O)c2ccc(OC(F)F)cc2OC(F)F)n(C)c1=O | 8%
Cc1ccc(CCNC(=O)c2ccc3c(c2)N(Cc2cccc(Cl)c2)C(=O)c2ccccc2S3(=O)=O)cc1 | -2%
O=C(NC(=O)c1ccccc1O)c1ccc2c(c1)CCO2 | -25%
COc1ccc(NC(=O)COC(=O)c2ccccc2SCC(=O)N2CCCC2)cc1 | 10%
COc1cccc(NC(=O)CN(C)C(=O)CCNC(=O)c2ccc(Br)cc2)c1 | -3%
CNC(=O)c1ccc2nc(CCc3ccccc3)oc2c1 | 4%
COc1ccc(CCNC(=O)Cn2c(=O)nc(-c3ccccc3)c3ccccc32)cc1OC | -7%
COc1cccc(C(=O)Nc2ccccc2OCc2cc(=O)n3ccccc3n2)c1 | 3%
COc1cc(C(=O)NC2CCN(Cc3ccccc3)CC2)cc(Cl)c1OC(C)C | 5%
Cc1ccc(NC(=O)CC2SC(=Nc3ccc(O)cc3)NC2=O)cc1 (stereo unspecified) | 2%
COc1ccc(NC(=O)c2cc(-c3cc(Cl)ccc3O)n[nH]2)c(OC)c1 | -3%
Cc1cccc(N2CCN(C3=C(c4ccccc4)C(=O)c4ccccc43)CC2)c1C | 3%
CCC(CC)c1nn2c(=O)cc(COc3ccc(NC(=O)c4ccccc4C)cc3)nc2s1 | 1%
Cc1ccc(C)c(CN2C(=O)c3ccccc3S(=O)(=O)c3ccc(C(=O)Nc4cc(F)ccc4F)cc32)c1 | 7%
Cc1ccc(NC(=O)c2c(C)nn(-c3ccccc3)c2Cl)cc1 | -4%
COc1ccc(Br)cc1CNC(=O)CN1C(=O)CCCc2ccccc21 | -12%
Cc1cnc([N+](=O)[O-])n1CCOC(=O)c1cccc(F)c1 | 5%
COc1ccc(C2CC(=O)c3cnc4c(-c5ccc(F)cc5)c(C)nn4c3C2)cc1OC (stereo unspecified) | 2%
Cc1cc(NS(=O)(=O)c2ccc(NC(=S)NC(=O)c3cccnc3)cc2)no1 | -7%
COc1cccc(CC2(CO)CCCN(Cc3cc(F)ccc3-n3cccn3)C2)c1 (stereo unspecified) | -6%
Cc1ccc2c(c1)N(C(=O)CCC(=O)Nc1ccccc1Br)CC(C)O2 (stereo unspecified) | -3%
O=C1CCC([N+](=O)[O-])C(c2ccc(Cl)c([N+](=O)[O-])c2)N1 (stereo unspecified) | 1%
CC(=O)c1c(C)[nH]c(C(=O)Nc2ccc(S(=O)(=O)N(C)C)cc2)c1C | -12%
Cc1ccc(C)c(S(=O)(=O)NCCCc2ccccc2)c1 | 24%
CCCOc1cccc(C(=O)NCCNC(=O)c2ccc(C)nc2)c1 | -2%
CS(=O)(=O)c1ccc(-c2cccc(NC(=O)c3ccc(Br)o3)c2)nn1 | -9%
O=C(CN1C(=O)C2C3CC(C(Br)C3Br)C2C1=O)Nc1ccc(C(=O)O)cc1 (stereo unspecified) | -4%
CCN(CC)CCCNc1sc(S(=O)(=O)c2ccccc2)nc1S(=O)(=O)c1ccc(Cl)cc1 | 5%
O=C(NCCCN1CCOCC1)c1cccc(NC(=O)c2ccccc2)c1 | -2%
O=C(Nc1ccc2oc(-c3cccnc3)nc2c1)c1ccc(-c2cccc(Cl)c2)o1 | 5%
Cc1ccccc1OCC(=O)Nc1ccc2nc(SCc3ccccc3)sc2c1 | 4%
